PriA SSB inh – K. pneumoniae PriA-SSBct interaction inhibition; hit rate 0.6% among 430,000; AlphaScreen SSBct-PriA binding, biotinylated peptide; inhibition, % at 33 µM; in the data active = inhibition mostly above about 37%, no sharp cut-off; inactive = mostly below about 20%;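 note: plate controls were negative control peptide for no effect and reference peptide for full effect; strong numbers were not always called active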
Vc quorum ag – quorum light induction in luxS cqsA deficient V. cholerae | V. cholerae BH1578 lux reporter, luminescence, 6 h | activation, % at 18.7 µM | hit rate 0.16% among 350,000 | AID 588436; in the data active = activation mostly above about 9.7%, no sharp cut-off; inconclusive = no clear call, values can overlap the other calls; inactive = mostly below about 3.7%; note: not every result past the cut was called active; inactives centre near 0; reference of the scale not given here
MazEF act – activators of E. coli MazEF toxin-antitoxin RNase | P0AE70 | FAM/BHQ RNA-DNA oligo cleavage fluorescence, 5 h | activation, % at 20 µM | hit rate 0.32% among 350,000; in the data active = activation above about 50%
Target sequence (P0AE70 whole entry, looked up): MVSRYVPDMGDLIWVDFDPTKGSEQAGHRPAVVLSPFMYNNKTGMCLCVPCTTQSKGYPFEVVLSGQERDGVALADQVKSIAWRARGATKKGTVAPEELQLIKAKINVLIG
TcdB inh – blocks C. difficile toxin B glycohydrolase activity. P18177. TcdB glycohydrolase enzymatic assay, plate reader. inhibition, % at 9.99 µM. hit rate 0.24% among 350,000. AID 652162; in the data active = inhibition above about 10%
SARS 3CLpro inh – SARS-CoV 3CLpro protease inhibition | P0C6X7 | recombinant SARS-CoV 3CLpro, quenched FRET peptide cleavage | inhibition, % at 6 µM | hit rate 0.14% among 290,000 | AID 1706; in the data active = inhibition above about 12%
VHR inh abs – blocks human VHR1 dual specificity phosphatase. P51452. recombinant VHR phosphatase, pNPP absorbance. inhibition, % at 13.3 µM. hit rate 0.52% among 290,000. AID 1654; in the data active = inhibition above about 50%; note: some compounds called inactive have numbers as strong as hits
Target sequence (P51452 whole entry, looked up): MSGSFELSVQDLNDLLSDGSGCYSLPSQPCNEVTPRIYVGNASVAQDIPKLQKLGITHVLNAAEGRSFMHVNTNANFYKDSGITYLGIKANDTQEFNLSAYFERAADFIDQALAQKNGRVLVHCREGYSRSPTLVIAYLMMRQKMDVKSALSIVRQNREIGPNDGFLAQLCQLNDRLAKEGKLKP
PfHsp40 yeast – compounds rescuing yeast from Plasmodium falciparum HSP40 toxicity; S. cerevisiae expressing PfHsp40, growth rescue, ATP luminescence; growth rescue, % at 12.5 µM; hit rate 0.68% among 340,000; AID 504582; in the data active = growth rescue above about 28%, passing the limit was not always enough; inconclusive = no clear call, values can overlap the other calls;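 note: yeast W303a lacking pdr1 and pdr3 grown in galactose medium; growth measured after three days at 30 °C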
Yp Topo-I inh – Y. pestis Topo-I inhibition via cleavage products; hit rate 0.064% among 360,000; AID 504884; activity, % at 10 µM; Y. pestis Topo-I cleavage product accumulation, plate reader; in the data active = activity above about 50%, passing the limit was not always enough; inconclusive = no clear call, values can overlap the other calls; note: inactives centre near 2
Rv3671c inh – inhibitors of M. tuberculosis serine protease Rv3671c; P9WHR9; inhibition, % at 5.96 µM; hit rate 0.048% among 320,000; in the data active = inhibition above about 38%;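 note: extracellular domain of Rv3671c used as enzyme; 0% = enzyme with DMSO and 100% = no enzyme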
Target sequence (P9WHR9 whole entry, looked up, the tested form may be a part): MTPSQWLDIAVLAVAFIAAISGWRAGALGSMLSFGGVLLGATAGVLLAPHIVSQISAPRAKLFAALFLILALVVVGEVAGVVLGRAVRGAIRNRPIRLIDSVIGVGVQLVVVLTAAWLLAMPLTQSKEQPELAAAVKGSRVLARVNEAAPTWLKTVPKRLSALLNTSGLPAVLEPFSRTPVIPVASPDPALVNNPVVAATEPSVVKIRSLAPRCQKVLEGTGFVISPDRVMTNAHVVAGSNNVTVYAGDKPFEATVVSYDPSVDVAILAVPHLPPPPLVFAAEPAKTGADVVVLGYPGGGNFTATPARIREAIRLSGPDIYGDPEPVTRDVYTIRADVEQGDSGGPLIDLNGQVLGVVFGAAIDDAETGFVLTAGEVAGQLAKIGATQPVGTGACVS
Anthrax LF prot – inhibitors of Bacillus anthracis lethal factor protease; P15917; multiplex microsphere protease cleavage assay, LF; inhibition, % at 10 µM; hit rate 0.12% among 360,000; AID 588501; in the data active = inhibition above about 30%; inconclusive = no clear call, values can overlap the other calls; note: plate controls were buffer without enzyme for full effect and enzyme alone for no effect
The depositor's hits bear a star; i = inactive; ? = inconclusive; . = no result given; & = joins results of further samples.

SMILES	PriA SSB inh	Vc quorum ag	MazEF act	TcdB inh	SARS 3CLpro inh	VHR inh abs	PfHsp40 yeast	Yp Topo-I inh	Rv3671c inh	Anthrax LF prot
C/C(=N\N=C1\NC(=O)C(CC(=O)Nc2ccc(C)c(Cl)c2)S1)C(C)(C)C (stereo unspecified)	.	1.4	4	.	-1	-11	0.7	3	-16	1
C=CCOC(=O)C1=C[C@H](c2ccc(Br)cc2)[C@@H](CCCO)[C@H](OCC)O1	-16	-19	-7	0.3&-0.7	-4	18	-0.9	22	-1	-9
CCOc1ccccc1NC(=O)CN1CCC(NC(=O)c2ccccc2)CC1	-12	.	1	.	-3	19	-1.6	1	-4	-2
O=C1c2ccccc2S(=O)(=O)N1CCOc1ccccc1	-22	-0.4	0	.	-3	19	0.4	-1	-9	1
Cc1cc(C(=O)CSc2ccc3c(c2)OCCO3)c(C)n1C1CC1	3	-3.7	-1	1.1	-6	-7	-2.0	-1	-10	0
O=C(O)c1ccccc1SCc1cn2cc(Br)ccc2n1	-7	-0.2	-13	-0.9	-1	1	0.3	1	7	1
CC1CCN(S(=O)(=O)c2cccc(C(=O)NCc3cccs3)c2)CC1	-16	-0.5	4	.	-1	0	0.4	8	-2	-3
CCOc1ccc(/C=N/NC(=O)c2ccccc2Cl)cc1CN1CC2CC(C1)c1cccc(=O)n1C2 (stereo unspecified)	.	-0.3	7	-0.5	.	.	-0.6	12	-3	-7
CCN(CC)c1ncnc2c1ncn2[C@H]1CN(Cc2ccc3c(c2)OCO3)C[C@@H](CO)O1	.	-4.5	.	1.3	.	.	.	2	.	0
Cc1ccc(C(=O)N2CCN(c3ccc(C(F)(F)F)cn3)CC2)cc1	-11	-0.2	3	.	1	10	1.7	-1	9	4
Cc1cccc(NC(=S)NN(Cc2ccccc2)c2ccccc2)c1C	5	i	2	.	8	8	1.8	0	4	-4
N#Cc1c2n(c3c(=O)n(CC(=O)c4ccc([N+](=O)[O-])cc4)cnc13)CCCCC2	-13	-0.2	15	0.4	-4	-3	1.7	-4	-4	2
CCCc1cc(C(=O)NNC(=S)NCC2CCCO2)cs1 (stereo unspecified)	-1	-0.7	-2	.	0	9	69*	-1	-13	-3
CC(C)(C)C(=O)C(Oc1cccc2nonc12)n1cncn1 (stereo unspecified)	4	-0.3	8	0.2	-1	29	2.3	1	8	-3
COC(=O)c1sc(-c2ccccc2)cc1NC(=O)c1ccccc1	-8	-0.1	2	-0.1	1	-5	-1.5	1	0	-1
COc1ccc(OCC(=O)N2CCN(C(=O)Cc3ccccc3)CC2)cc1	-4	-0.4	1	.	5	24	8.9	-1	1	?
O=C(Nc1ncc([N+](=O)[O-])s1)C1CCN(S(=O)(=O)c2cnc[nH]2)CC1	3	i	13	1.9	9	-7	-1.2	2	6	-4
NS(=O)(=O)c1ccc(CCNC(=O)c2ccc3c(c2)OCCO3)cc1	-8	-0.4	-5	0.6	-5	24	-0.1	-5	-1	-6
COC(=O)c1sccc1NC(=S)Nc1ccc(OC)cc1	-2	i	8	-0.1	1	-20	-0.5	11	-4	-8
Cc1cc(NC(=O)c2ccc(F)cc2)n(C)n1	-9	i	0	2.8	1	20	1.9	-2	-2	-4
COc1ccc(NC(=O)NCc2ccc3c(c2)OCO3)c(OC)c1	-1	-0.8	6	-0.6	1	19	-1.3	-5	1	2
Cc1ccc(S(=O)(=O)NC(=O)NCc2ccc(F)cc2)cc1	-20	i	5	0.2	-3	11	1.0	1	3	-4
CN1CCN(c2ccc([N+](=O)[O-])c(NCC3CCCO3)c2)CC1 (stereo unspecified)	6	-0.1	5	.	0	-8	0.7	0	-4	0
COc1cccc2c1OC1(C)CC2NC(=O)N1c1cccc(C(=O)Nc2ccc3c(c2)OCCO3)c1 (stereo unspecified)	-8	-0.4	3	.	4	11	-1.3	9	3	-2

Quoted from the listing:
Reading of CN1CCN(c2ccc([N+](=O)[O-])c(NCC3CCCO3)c2)CC1 (stereo unspecified) in Anthrax LF prot: 0
Reading of CC1CCN(S(=O)(=O)c2cccc(C(=O)NCc3cccs3)c2)CC1 in VHR inh abs: 0
Reading of COC(=O)c1sc(-c2ccccc2)cc1NC(=O)c1ccccc1 in VHR inh abs: -5
Reading of COc1ccc(OCC(=O)N2CCN(C(=O)Cc3ccccc3)CC2)cc1 in Yp Topo-I inh: -1
Reading of COc1ccc(NC(=O)NCc2ccc3c(c2)OCO3)c(OC)c1 in PfHsp40 yeast: -1.3

2 of the compounds above, with values under each structure:
Value order: PriA SSB inh, Vc quorum ag, MazEF act, TcdB inh, SARS 3CLpro inh, VHR inh abs, PfHsp40 yeast, Yp Topo-I inh, Rv3671c inh, Anthrax LF prot
- Cc1ccc(S(=O)(=O)NC(=O)NCc2ccc(F)cc2)cc1
    -20, i, 5, 0.2, -3, 11, 1.0, 1, 3, -4
- CN1CCN(c2ccc([N+](=O)[O-])c(NCC3CCCO3)c2)CC1 (stereo unspecified)
    6, -0.1, 5, ., 0, -8, 0.7, 0, -4, 0

(list continues)
SMILES	PriA SSB inh	Vc quorum ag	MazEF act	TcdB inh	SARS 3CLpro inh	VHR inh abs	PfHsp40 yeast	Yp Topo-I inh	Rv3671c inh	Anthrax LF prot
COc1cccc(-c2sc3ccc(OC)cc3c2-c2ccc(OC)cc2F)c1	-1	6.7	-4	-0.2	.	.	1.1	0	-12	4
CCOC(=O)c1oc2cc(OCC(=O)OC)ccc2c(=O)c1-c1ccc(OC)c(OC)c1	0	-0.6	5	1.4	2	-1	-0.2	13	-4	-2
CC(C)COP(=O)(OCC(C)C)C(O)c1ccc(F)cc1 (stereo unspecified)	1	-0.3	2	.	-1	13	0.7	-8	-2	-1
CCOc1ccc(NS(=O)(=O)c2ccc(C(=O)N(CC)CC(=O)NCc3cccs3)cc2)cc1	1	i	-5	-0.5	-2	15	4.2	10	-5	3
CCCCNc1ncnc2c1cnn2-c1ccccc1	-13	2.6	2	.	-2	-2	0.1	2	9	1
CN(C)S(=O)(=O)c1cccc(C(=O)NCC(C)(C)CNC(=O)c2cccc(S(=O)(=O)N(C)C)c2)c1	-12	-10	4	-2.3	4	-29	-0.2	25	2	9
C=C1[C@@H](OC(C)=O)CC[C@]2(C)[C@@H]1C[C@@H]1C[C@H](OC(C)=O)C(C)=C([C@@H](OC(C)=O)[C@@H]2OC(C)=O)C1(C)C	-3	i	5	0.7	.	-12	0.5	28	1	-8
CCCOc1ccccc1OCC(=O)N1CCN(CC(=O)N2CCOCC2)CC1	.	i	-6	1.8	.	.	.	-6	.	-2
O=C(NCC1CCCO1)C(=O)N/N=C/c1ccccc1C(=O)O (stereo unspecified)	.	-0.1	-13	0.0	-4	4	-1.3	8	-3	2
COc1ccccc1C1=CC(=O)CC(C)(C)C1=O	6	i	8	-0.5	.	.	-1.5	7	-5	-16
CCOC(=O)c1c(C)[nH]c(C(=O)N2CCc3cc(OC)c(OC)cc3C2)c1C	9	i	-11	-0.1	.	.	0.1	20	-13	.
COC(=O)C1=C(C)N(C)C(=O)NC1c1ccccc1 (stereo unspecified)	-20	-0.2	-4	.	-11	7	-0.4	4	1	1
O=C(Cc1ccccc1)Nc1ncnc2c1C(c1ccccc1)c1c(ccc3ccccc13)O2 (stereo unspecified)	-1	-0.8	-10	0.5	.	.	-0.3	13	-70	-3
CCN(CCn1cccn1)Cc1cn[nH]c1-c1ccc(OC)cc1F	-4	i	2	0.8	2	9	-0.4	-2	10	-7
CCn1c(CNC(=O)COc2c(C)cccc2C)nnc1SCC(=O)Nc1nccs1	2	-0.2	2	.	-2	14	0.5	34	8	-14
O=C1NC(=S)NC(=O)C1=Cc1cccn1-c1ccc(O)cc1	-7	-0.3	7	-2.5	3	-7	-1.8	-19	.	-2
Cc1cc(C)c(C)c(OCCCN(C)C)c1	-5	-3.7	10	.	-2	14	-0.9	3	-1	0
COc1c(C=C2C(=O)NC(=O)NC2=O)c(CCN(C)C(=O)c2ccccc2)cc2c1OCO2	-12	-0.4	20	.	0	25	-0.6	6	-15	-3
O=C(COC(=O)c1cc(S(=O)(=O)N2CCCC2)ccc1O)NCc1ccccc1	-9	-14	-2	0.0	.	.	0.9	-1	.	2
CCN(CC)CCCNC(=O)CSc1c2c(nc3cc(Cl)ccc13)CCCC2	-5	i	4	-0.9	4	11	-1.5	-2	-28	1
COc1ccc(C(=O)NC(C)c2csc(C)n2)cc1OC1CCN(C(C)=O)CC1 (stereo unspecified)	-4	-1.5	7	-0.7	-3	-15	-0.9	0	1	-1
CC(C)N1C(=O)C(Cc2nc3ccccc3c(=O)n2-c2ccccc2)c2ccccc21 (stereo unspecified)	10	i	6	0.9	-2	7	3.2	21	-5	-3
Cc1cc(NC(=O)CCCN2C(=O)c3cccc4cccc(c34)C2=O)no1	1&0	1.4	4	11*	0	-15	-0.5	0	7	-1
COC(=O)CC1C(=O)NCCN1C(=S)Nc1cccc(C(F)(F)F)c1 (stereo unspecified)	-1	-0.6	10	-0.2	-3	25	-0.9	5	5	2
O=C(N/N=C/CCc1ccccc1)C1CCCCC1	.	3.4	6	0.8	4	8	0.1	-2	-7	-1
FC(F)(F)c1ccc(N2CCN(c3ncnc4c3nnn4Cc3ccccc3)CC2)nc1	-8	-0.4	0	0.4	5	4	-0.3	-1	-2	1
COc1cc(C(=O)NCC(=O)NC(C)CCc2ccccc2)cc(OC)c1OC (stereo unspecified)	-4	i	-1	-1.5	-3	2	0.0	1	7	-1
S=c1[nH]nc(-c2ccc(Cl)cc2)n1/N=C/c1ccco1	.	-0.4	0	-0.3	2	-8	-0.1	1	-5	-4
COCCOC1CCN(C(=O)C2CCC(=O)N(CCc3ccccc3)C2)CC1 (stereo unspecified)	-13	i	-2	-0.3	5	-4	-1.0	5	-3	2
N#Cc1ccccc1S(=O)c1ccccc1C(=O)Nc1ccccc1 (stereo unspecified)	-14	-0.4	1	1.3	1	14	-1.0	3	-4	0
O=C(Nc1csc([N+](=O)[O-])c1)Nc1ccccc1Cl	3	-0.4	11	1.1	-3	29	0.3	-13	1	-6
COc1ccc(OCCOC(=O)c2[nH]c(C)c(C(C)=O)c2C)cc1	-11	-0.2	15	.	0	19	0.7	-3	-17	-1
Cc1ccc(C(=O)/C=C/c2ccccc2[N+](=O)[O-])cc1	6	i	-3	0.7	-5	-12	1.6	7	8	-2
O=C(Nc1ccc(-c2nc3ccccc3[nH]2)cc1)c1ccc2c(c1)OCO2	4	i	-29	1.2	2	20	0.1	11	-15	0
CC(CCc1ccccc1)NC(=O)c1ccc(NC(=O)c2ccccc2)cc1 (stereo unspecified)	-10	-0.4	-5	1.4	0	5	0.2	3	-14	0
O=C(Nc1ccc(CN2CCOCC2)cc1)c1ccc(-c2cccc([N+](=O)[O-])c2)o1	1	i	8	1.0	-1	6	-0.9	-7	-3	-2
CC(=O)NC(CCS(C)(=O)=O)C(=O)Nc1cc(C)on1 (stereo unspecified)	-8	-0.6	4	-6.8	-4	26	-1.2	-11	-7	-4
CCOc1ccc(C(=O)Nc2c3c(nn2-c2cccc(C)c2C)CS(=O)C3)cc1 (stereo unspecified)	-16	-0.3	-4	0.5	-1	34	0.0	5	4	-12
COc1ccc(OCc2cc(-c3ccc(Cl)cc3)no2)cc1	-2	i	2	19*	6	9	5.8	1	-4	0
CC1(C(=O)NS(=O)(=O)c2cccc(Cl)c2)CCN1C(=O)C/C=C/c1ccccc1 (stereo unspecified)	.	i	.	1.0	.	.	.	7	.	-6
CC(C)n1c(N2CCN(C(=O)c3cccs3)CC2)nc2ccccc21	-7	-0.6	1	.	5	27	-0.6	12	1	-6
O=C(CNc1n[nH]c(=O)[nH]c1=O)N/N=C/C1CC=CCC1 (stereo unspecified)	.	-0.5	6	0.7	-3	17	0.0	4	1	.
COc1ccc(/C=N/NC(=O)c2nnn(-c3nonc3N)c2-c2cccs2)c(OC)c1	.	-0.3	21	2.0	-1	8	-2.4	8	7	2
O=C(NCc1nc(-c2ccccc2)no1)c1ccc(Br)o1	-15	-1.6	9	.	-4	-7	0.8	1	1	0
COc1cccc(N(CC(=O)NCCN2CCOCC2)S(=O)(=O)c2ccccc2)c1	0	i	0	0.9	.	.	0.1	6	6	-7

Screening data deposited in PubChem by several laboratories.

These rows are one share of the data. The share of hits here may be higher or lower than overall.
